Screens: PubChem, Sanford-Burnham Center for Chemical Genomics
MPTP block: mitochondrial permeability transition pore inhibitors, primary screen, biochemical, isolated mouse mitochondria, absorbance; Ca2+ swelling absorbance, 30 min; AID 602449, 2012; actives 1.4% (n = 360,000); inhibition, % at 10 µM;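 active means inhibition of 50% or more, scaled per plate between neutral and stimulator controls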;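 further: 0% = DMSO wells given calcium and 100% = 1 mM EGTA wells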
SENP6 block: SENP6 protease inhibitors, primary screen, biochemical, luminescence, uHTS. Sentrin-specific protease 6 (Homo sapiens), Q9GZR1. Recombinant SENP6 catalytic domain, aminoluciferin luminescence. inhibition, % at 10 µM. actives 1.8% (n = 330,000);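 active means inhibition above about 50% at the single tested dose, limit read from the data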;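 further: plate controls were DMSO wells with enzyme for no effect and DMSO wells lacking enzyme for full effect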
Target sequence (Q9GZR1 628-1112 limits assumed): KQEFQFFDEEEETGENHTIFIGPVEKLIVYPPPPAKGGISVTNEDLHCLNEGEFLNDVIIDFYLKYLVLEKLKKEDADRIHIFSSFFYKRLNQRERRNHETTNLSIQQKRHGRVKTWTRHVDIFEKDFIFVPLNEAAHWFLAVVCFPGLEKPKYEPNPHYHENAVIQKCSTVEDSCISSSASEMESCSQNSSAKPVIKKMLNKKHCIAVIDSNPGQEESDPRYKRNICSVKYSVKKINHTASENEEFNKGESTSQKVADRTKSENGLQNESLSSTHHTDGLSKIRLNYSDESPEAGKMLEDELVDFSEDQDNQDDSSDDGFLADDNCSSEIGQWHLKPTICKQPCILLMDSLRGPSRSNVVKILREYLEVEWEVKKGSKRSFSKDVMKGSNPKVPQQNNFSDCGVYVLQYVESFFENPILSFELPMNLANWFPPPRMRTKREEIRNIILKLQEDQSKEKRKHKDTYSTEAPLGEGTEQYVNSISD
HKDC1 inh: HKDC1 hexokinase inhibitors, primary screen, biochemical, fluorescence, uHTS; actives 0.16% (n = 340,000); recombinant HKDC1, G6PDH/diaphorase resazurin coupled fluorescence; inhibition, % at 20 µM;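 active means inhibition above about 35% when tested at 20 µM, limit read from the data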;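 further: plate controls were DMSO wells with enzyme for no effect and DMSO wells lacking enzyme for full effect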
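Assay system – recombinant HKDC1 (HK5) hexokinase enzyme, produced in-house · Input – HKDC1 at 5 µg/mL · Reagent – glucose plus 1 mM ATP as hexokinase substrates · Timing – 90 min reaction incubation at room temperature, dark · Measured by – G6PDH/diaphorase-coupled fluorescence, 1 mM NADP, 100 µM resazurin, 525/613 nm · Benchmarks – DMSO-enzyme wells negative, buffer-substituted wells positive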
ATG4B inhibitor: ATG4B protease inhibitors, primary screen, biochemical, fluorescence, uHTS | Cysteine protease ATG4B (Homo sapiens), Q9Y4P1 | ATG4B cleavage of LC3-PLA2, NBD-HPC fluorescence, 1 h | inhibition, % at 8.33 µM | actives 0.51% (n = 340,000) | AID 504462, 2011; in the data active means inhibition above about 40%
SENP7 inh: SENP7 protease inhibitors, primary screen, biochemical, luminescence, uHTS. Sentrin-specific protease 7 (Homo sapiens), Q9BQF6. recombinant SENP7, Z-RLRGG-aminoluciferin luminescence, 40 min. inhibition, % at 5 µM. actives 1.5% (n = 330,000). AID 434973, 2010;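 active means inhibition above about 50% at the single test dose, limit read from the data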;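 further: plate controls were DMSO with enzyme for no effect and no enzyme buffer wells for full effect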
Target sequence (Q9BQF6 706-1050 limits assumed): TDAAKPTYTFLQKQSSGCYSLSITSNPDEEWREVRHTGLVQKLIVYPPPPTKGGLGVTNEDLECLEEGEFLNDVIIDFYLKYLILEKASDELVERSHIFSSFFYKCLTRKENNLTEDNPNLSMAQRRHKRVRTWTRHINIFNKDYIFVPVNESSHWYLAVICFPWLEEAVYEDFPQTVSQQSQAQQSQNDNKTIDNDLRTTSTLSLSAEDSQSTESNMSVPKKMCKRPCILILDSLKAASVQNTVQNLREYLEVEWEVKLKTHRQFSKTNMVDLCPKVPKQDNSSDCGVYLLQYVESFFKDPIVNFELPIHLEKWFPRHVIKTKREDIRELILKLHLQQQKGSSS
PfG6PD inh: PfG6PD enzyme inhibitors, primary screen, biochemical, fluorescence intensity, uHTS. inhibition, % at 20 µM. glucose-6-phosphate dehydrogenase-6-phosphogluconolactonase (Plasmodium falciparum 3D7). PfGluPho enzyme, NADPH resazurin-diaphorase fluorescence. actives 0.78% (n = 350,000);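 active means inhibition reaching at least a set limit at 20 µM in the primary screen, cut at about 59% in these data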;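 further: 0% = DMSO wells with substrate and 100% = DMSO wells lacking glucose-6-phosphate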
SENP8 block: human SENP8 protease inhibitors, primary screen, biochemical, fluorescence, Nedd8 protein substrate, uHTS. Sentrin-specific protease 8 (Homo sapiens), Q96LD8. recombinant SENP8. inhibition, % at 20 µM. actives 0.64% (n = 360,000). AID 602440, 2012; in the data active means inhibition mostly above about 40%, no sharp cut-off; inactive means mostly below about 27%
Target sequence (Q96LD8 whole entry, looked up): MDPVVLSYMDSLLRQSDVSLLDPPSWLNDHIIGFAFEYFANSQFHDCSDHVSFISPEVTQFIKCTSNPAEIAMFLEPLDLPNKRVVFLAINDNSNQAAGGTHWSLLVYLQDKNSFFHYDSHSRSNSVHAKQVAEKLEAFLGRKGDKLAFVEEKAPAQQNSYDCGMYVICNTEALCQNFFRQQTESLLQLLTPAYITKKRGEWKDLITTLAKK
NR3A LBD binder: binders of NR3A ligand-binding domain, primary screen, biophysical, differential scanning fluorimetry, uHTS. Glutamate receptor ionotropic, NMDA 3A (GRIN3A) ligand-binding domain. NR3A LBD differential scanning fluorimetry, Tm shift; 0% = protein alone, 100% = glycine-bound protein. Tm shift relative to glycine control, % at 25 µM. actives 2.5% (n = 340,000). AID 1259313, 2017;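 active means melting temperature shift of at least 10% of the positive control shift, at one fixed dose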
The depositor's hits bear a star; · = no result given.

SMILES | MPTP block | SENP6 block | HKDC1 inh | ATG4B inhibitor | SENP7 inh | PfG6PD inh | SENP8 block | NR3A LBD binder
COc1ccc(S(=O)(=O)N2CCC(C(=O)N[C@H](C(=O)N3CCCC3)C(C)C)CC2)cc1 | -3.4 | 7 | -2 | -4 | 2 | 9 | 12 | 1
Cc1c(NC(=O)CN2C(=O)C(=O)N(Cc3ccccc3)C2=O)c(=O)n(-c2ccccc2)n1C | -0.2 | -23 | -12 | -4 | -11 | 1 | 17 | 0
Cc1oc2cc(O)ccc2c(=O)c1Oc1ccccc1 | 0.0 | 9 | -5 | 1 | -2 | -30 | -496 | -3
C/C(=N\NC(=O)c1cccc(C)c1)c1cccc(NC(=O)c2ccco2)c1 | 2.0 | -5 | 10 | -2 | 1 | -14 | 28 | -14
Cc1cnn(C(=O)Cn2nc(C(F)F)c(Br)c2C)c1 | -0.5 | -10 | -2 | -8 | -6 | 3 | 8 | 7
Cc1ccc(N/N=C(\C#N)C(=N)N2CCOCC2)cc1 | 0.8 | -11 | -10 | -6 | 2 | 5 | 30 | -19
C=C(C)COc1ccc(-c2ncncc2-c2ccc(Br)cc2)c(O)c1 | -1.2 | 18 | 2 | 1 | 6 | -4 | -4 | 0
CC(C)(CC(=O)O)CC(=O)Nc1ccccc1Oc1ccccc1 | 1.4 | -11 | -4 | 7 | 8 | -18 | 17 | -1
CCCNC(=O)c1ccc2c(=O)c(O)c(-c3ccsc3)[nH]c2c1 | 2.3 | 11 | -8 | 2 | -6 | -8 | -489 | -2
Cc1c(C(=O)Nc2ccc(C(=O)Nc3ccccc3)cc2)cccc1[N+](=O)[O-] | -0.2 | 0 | -5 | -5 | 0 | 1 | 9 | -1
C#CCOCCOCCOCCNc1nc(N2CCN(C(=O)[C@H](Cc3ccc(O)cc3)n3cc([C@@H](N)C(C)CC)nn3)CC2)nc(N2CCN(C(=O)[C@H](CCCCN)n3cc([C@@H](N)CO)nn3)CC2)n1 (stereo partly drawn) | -1.1 | -12 | -6 | 1 | -6 | -12 | 21 | 3
Cc1cccc(N=C2NC(=O)/C(=C/c3cccn3C)S2)c1 | 3.2 | 41 | -2 | 12 | 3 | 2 | 8 | 5
O=C1c2ccccc2C(=O)N1Cc1ccco1 | -1.0 | -3 | -2 | -6 | 0 | 1 | 27 | 1
c1ccc(CC2CCN(c3nc4ccccc4n4cnnc34)CC2)cc1 | 1.6 | -6 | -3 | -2 | 3 | -2 | -144 | -8
CCN(C(=O)CSc1ncn[nH]1)c1c(N)n(Cc2ccccc2)c(=O)[nH]c1=O | -0.8 | 7 | -2 | 3 | -7 | -7 | 0 | 1
COC(=O)[C@@H](NC(=O)NCc1ccc(F)cc1)C(C)C | -2.6 | 3 | -10 | -5 | -1 | -2 | 16 | 0
COc1cccc(CN2CCN(Cc3cccc(Br)c3)CC2)c1OC | 0.7 | -10 | 3 | -2 | 5 | 9 | 15 | -1
CCn1c([N+](=O)[O-])nc2c1c(=O)[nH]c(=O)n2C | 0.5 | · | 2 | 3 | · | 67* | 30 | -2
C=C1CCN([C@@H](C)C(=O)NCCCCCC)S(=O)(=O)c2ccccc21 | 0.1 | -5 | -6 | 1 | -2 | -2 | 11 | 0
O=C(NCc1ccco1)c1cc(S(=O)(=O)N2CCCCC2)ccc1Cl | -0.6 | 7 | -4 | -3 | 2 | 10 | 10 | 1
C[C@H](CO)N1C[C@H](C)[C@@H](CN(C)C(=O)NC2CCCCC2)Oc2c(NS(=O)(=O)c3ccccc3)cccc2C1=O | 0.1 | -9 | 1 | 7 | 6 | -10 | 14 | -3
O=C(Nc1ccon1)c1ccc(Br)o1 | -1.4 | -22 | 0 | -6 | -5 | -2 | 18 | 2
CCCCN1C(=O)C(=O)N(CC(=O)c2ccc3c(c2)CCCC3)C1=O | -0.3 | 4 | -4 | -5 | -5 | -11 | 5 | 2
Cc1ccc(C)c(N2CCN(C(=O)C3CCN(S(=O)(=O)c4c(C)noc4C)CC3)CC2)c1 | 34 | 1 | -4 | -9 | 0 | -5 | 21 | -1
C=CCNC(=S)N/N=C/c1ccccc1OCCOc1ccccc1 | 0.0 | -6 | 0 | 0 | 12 | -4 | 9 | 2
Cc1cccc(CN2CCN(C(=O)c3ccccc3F)CC2)c1 | -1.7 | 9 | 0 | -8 | 4 | -8 | 26 | 1
Cc1ccc(S(=O)(=O)Cn2nnnc2C(c2ccccc2)N2CCN(c3ccccc3)CC2)cc1 (stereo not drawn) | 1.2 | -14 | 0 | -13 | -4 | 10 | 32 | 2
CC(C)OC(=O)c1cccc(NC(=O)CSc2nnc(N)s2)c1 | -0.5 | -24 | -6 | 5 | -13 | 3 | 8 | -2
CC(C)(C)OC(=O)N[C@@H](Cc1ccccc1)C(=O)N1CCC(C(=O)O)CC1 | -3.4 | -5 | 1 | 7 | -2 | -10 | 16 | -1
COC(=O)c1c(NC(=O)c2ccnn2C)sc(C)c1C | 0.2 | -5 | -4 | -10 | -1 | -1 | -294 | -1
Cc1ccc(NS(=O)(=O)c2cccc3cccnc23)cc1Cl | 0.6 | -24 | 10 | -10 | 2 | 28 | 23 | -4
CCC(=O)c1ccc(OCC(=O)OCC(=O)c2c(N)n(C)c(=O)n(C)c2=O)cc1 | 1.5 | 6 | -4 | -12 | -6 | 1 | 3 | 1
O=C(Cc1cccs1)Nc1nnc(SCC(=O)N2CCCCC2)s1 | 2.4 | 1 | 6 | -2 | 0 | -15 | 18 | 3
Cc1nn(Cc2ccccc2)c(C)c1/C=N/NC(=O)c1ccccc1O | 0.9 | -19 | -6 | 1 | -6 | -33 | -417 | -9
O=C(Nc1nc2ccccc2n1CCN1CCOCC1)c1ccc(Cl)cc1 | -1.0 | 0 | -14 | 0 | 1 | 68* | -82 | -3
O=C(CSc1nnnn1C1CCCCC1)NCc1ccccc1 | 0.2 | 4 | 2 | -6 | -1 | -13 | 9 | 0
COC(=O)CSc1nc(NC(C)=O)nc(C)c1Br | -0.5 | -24 | -8 | -12 | -2 | -8 | 27 | -1
Cc1ccc(S(=O)(=O)N[C@H](C(=O)OCC(=O)NC(=O)c2cccn2C)C(C)C)cc1 | 0.3 | · | -4 | -4 | · | -9 | 0 | -2
CSc1cccc(NC(=O)NCc2cccc(CNC(=O)Nc3cccc(SC)c3)c2)c1 | 68* | -13 | -3 | -3 | -6 | -7 | 10 | 16*
O=C(c1ccco1)N(Cc1cc2ccccc2[nH]c1=O)CC1CCCO1 (stereo not drawn) | -2.0 | -12 | -3 | -6 | -2 | -2 | -2 | 2

Profiles, quoted from the list.
O=C(Cc1cccs1)Nc1nnc(SCC(=O)N2CCCCC2)s1 in the list: MPTP block = 2.4; SENP6 block = 1; HKDC1 inh = 6; ATG4B inhibitor = -2; SENP7 inh = 0; PfG6PD inh = -15; SENP8 block = 18; NR3A LBD binder = 3
CSc1cccc(NC(=O)NCc2cccc(CNC(=O)Nc3cccc(SC)c3)c2)c1 in the list: MPTP block = 68*; SENP6 block = -13; HKDC1 inh = -3; ATG4B inhibitor = -3; SENP7 inh = -6; PfG6PD inh = -7; SENP8 block = 10; NR3A LBD binder = 16*

5 records picked at random from the list so far:
SMILES | MPTP block | SENP6 block | HKDC1 inh | ATG4B inhibitor | SENP7 inh | PfG6PD inh | SENP8 block | NR3A LBD binder
Cc1nn(Cc2ccccc2)c(C)c1/C=N/NC(=O)c1ccccc1O | 0.9 | -19 | -6 | 1 | -6 | -33 | -417 | -9
CCC(=O)c1ccc(OCC(=O)OCC(=O)c2c(N)n(C)c(=O)n(C)c2=O)cc1 | 1.5 | 6 | -4 | -12 | -6 | 1 | 3 | 1
O=C(CSc1nnnn1C1CCCCC1)NCc1ccccc1 | 0.2 | 4 | 2 | -6 | -1 | -13 | 9 | 0
CSc1cccc(NC(=O)NCc2cccc(CNC(=O)Nc3cccc(SC)c3)c2)c1 | 68* | -13 | -3 | -3 | -6 | -7 | 10 | 16*
O=C(Cc1cccs1)Nc1nnc(SCC(=O)N2CCCCC2)s1 | 2.4 | 1 | 6 | -2 | 0 | -15 | 18 | 3

(list continues)
SMILES | MPTP block | SENP6 block | HKDC1 inh | ATG4B inhibitor | SENP7 inh | PfG6PD inh | SENP8 block | NR3A LBD binder
O=C1OCCC1Sc1nnc(-c2ccc(Br)cc2)o1 (stereo not drawn) | -5.8 | -24 | -1 | -6 | 5 | -5 | 14 | 0
CCCNc1cc(C)c(C#N)c2nc3ccccc3n12 | 0.7 | -7 | -8 | -3 | -7 | -2 | -493 | 1
COc1cc(NC(=S)NCCCN2CCOCC2)cc(OC)c1 | 0.7 | -6 | -2 | -4 | -8 | -16 | 17 | 4
CC(=O)NC(Cc1ccccc1)C(=O)NC1CCN(C(=O)c2ccc([N+](=O)[O-])cc2)CC1 (stereo not drawn) | -0.1 | -10 | 2 | -4 | -9 | -2 | 20 | 1
COC(=O)c1ccc(CSc2ccc3nnc(-c4ccccc4)n3n2)o1 | -0.3 | -4 | -2 | -13 | -2 | 23 | -423 | -1
CC/C(=N\NC(=O)c1cc(C2CC2)[nH]n1)c1ccccc1 | -0.6 | -3 | -8 | 8 | 3 | -3 | 13 | -3
CCCCc1nnc(NC(=O)C2CCN(c3ncnc4sc(C)c(C)c34)CC2)s1 | 0.7 | 3 | -5 | -4 | -6 | 1 | -13 | -9
Cc1ccc(-c2cc(Cc3ccccn3)c(=O)[nH]n2)cc1 | -1.0 | 0 | -1 | 5 | 0 | 5 | 7 | 0
CCC1Oc2ccccc2N(Cc2ccccc2C)C1=O (stereo not drawn) | -2.6 | 7 | 0 | 15 | 1 | -4 | 3 | 0
Cc1cccc(NC(=O)c2ccc(Cl)c(S(=O)(=O)N3CCCCC3)c2)n1 | 1.9 | -10 | 0 | 0 | -7 | 0 | 10 | 5
Cn1c(SCC(=O)NCC2CCCO2)nc2c([nH]c3ccccc32)c1=O (stereo not drawn) | -1.5 | 13 | -1 | -2 | -7 | 2 | -6 | 0
CC(=O)Nc1sc(C)c(C)c1C(=O)OCC(=O)N(CC(C)C)c1c(N)n(Cc2ccccc2)c(=O)[nH]c1=O | 0.5 | 4 | -6 | 0 | -3 | -6 | -44 | -3
Cn1cc([N+](=O)[O-])c(C(=O)NCc2ccco2)n1 | 1.2 | 4 | -5 | 0 | 6 | -15 | 7 | 1
CCOC(=O)C1C(=O)OC(C)(C)C1C(C)C(=O)c1ccc(C)cc1C (stereo not drawn) | -0.7 | -4 | -4 | 5 | 7 | -19 | 9 | 0
Cc1ccc(OCC(=O)N/N=C/c2ccncc2)cc1 | 0.1 | -4 | -6 | -1 | -1 | 19 | 22 | -1
COc1ccc(/C=C(\C#N)C(=O)Nc2ccccn2)cc1 | -0.8 | -35 | 5 | -2 | 1 | -6 | 2 | -2
Cc1ccc2nsnc2c1S(=O)(=O)N(Cc1ccco1)Cc1cc2ccc(C)c(C)c2[nH]c1=O | 2.3 | · | -3 | -3 | · | 16 | 0 | 3
Nc1ccc(Cn2ccc3c4c(N)nc(N)nc4ccc32)cc1 | 1.7 | · | -1 | 5 | · | 15 | -293 | -2
Cc1cc(=O)oc(C)c1C(=O)Nc1cccc(F)c1 | 1.0 | 4 | -1 | -6 | 8 | 2 | 15 | 3
Nc1c(-c2ccccn2)cnn1-c1nc(-c2ccc(F)cc2)cs1 | 2.0 | 12 | 1 | 0 | -7 | 8 | -29 | 4
